LMPTP block: LMPTP (human) inhibition; AID 651560; recombinant LMPTP-A, OMFP fluorogenic substrate, fluorescence intensity; inhibition, % at 20 µM; hit rate 0.22% among 360,000;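 active = compounds that cut the enzyme signal by at least half of the control window in the single-dose screen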;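 note: plate controls were DMSO wells with enzyme plus substrate for no effect and substrate without enzyme for full effect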
Target sequence (P24666 whole entry, looked up): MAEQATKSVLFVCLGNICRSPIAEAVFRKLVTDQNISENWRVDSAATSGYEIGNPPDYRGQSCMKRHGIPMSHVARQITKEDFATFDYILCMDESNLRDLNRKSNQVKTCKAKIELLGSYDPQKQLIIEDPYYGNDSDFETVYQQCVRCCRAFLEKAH
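Assay system: LMPTP-A, protein tyrosine phosphatase of low molecular weight / Medium: pH 6.0 Bis-Tris buffer with DTT and Triton X-100 / Schedule: 50 min enzyme reaction at room temperature, protected from light / Measured by: endpoint fluorescence intensity from OMFP dephosphorylation / Read-out basis: % inhibition relative to no-enzyme and uninhibited control wells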
NadD block: blocks S. aureus nicotinate mononucleotide adenylyltransferase. purified NadD enzyme, colorimetric absorbance read-out. inhibition, % at 20 µM. hit rate 0.78% among 360,000. AID 602399; in the data active = inhibition above about 26%; note: some compounds past the cut are filed as inactive
SUMO1-SIM PPI: modulators of human SUMO1-mediated protein-protein interactions; P63165; SUMO1 binding to a labelled peptide, TR-FRET, 1 h; inhibition, % at 20 µM; hit rate 0.33% among 360,000; in the data active = inhibition above about 37%
Target sequence (P63165 whole entry, looked up): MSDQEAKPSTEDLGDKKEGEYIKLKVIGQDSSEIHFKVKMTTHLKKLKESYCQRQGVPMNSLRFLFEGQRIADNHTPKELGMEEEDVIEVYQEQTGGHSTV
MT1-MMP act inh: inhibitors of human MT1-MMP activation; HT1080 RFP-PRO-GFP cells, GFP/RFP ratio fluorescence, overnight; percent of plate control window, DMSO zero; GFP/RFP ratio change, % at 20 µM; hit rate 0.061% among 360,000;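 active = GFP/RFP ratio change of at least 30% with cell ATP level not reduced by more than half and red fluorescence within 50% of control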; note: strong numbers were not always called active
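Test system: HT1080 cells expressing an RFP-PRO-GFP fluorescent reporter construct / Compound dosing: single-point 20 µM compound, 1% DMSO / Schedule: cells overnight before dosing, compound overnight, 37 °C, 5% CO2 / Evaluation: GFP/RFP fluorescence ratio / Control set: DMSO and RFP-L50D-GFP cell wells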
STEP inh: inhibitors of human striatal-enriched phosphatase STEP; P54829; recombinant STEP, OMFP fluorogenic substrate, fluorescence; inhibition, % at 20 µM; hit rate 0.25% among 360,000;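 active = inhibition at 20 µM, scaled per plate between control wells, above about 37%, limit read from the data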;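 note: 0% = DMSO with enzyme and substrate and 100% = substrate only without enzyme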
Target sequence (P54829 whole entry, looked up): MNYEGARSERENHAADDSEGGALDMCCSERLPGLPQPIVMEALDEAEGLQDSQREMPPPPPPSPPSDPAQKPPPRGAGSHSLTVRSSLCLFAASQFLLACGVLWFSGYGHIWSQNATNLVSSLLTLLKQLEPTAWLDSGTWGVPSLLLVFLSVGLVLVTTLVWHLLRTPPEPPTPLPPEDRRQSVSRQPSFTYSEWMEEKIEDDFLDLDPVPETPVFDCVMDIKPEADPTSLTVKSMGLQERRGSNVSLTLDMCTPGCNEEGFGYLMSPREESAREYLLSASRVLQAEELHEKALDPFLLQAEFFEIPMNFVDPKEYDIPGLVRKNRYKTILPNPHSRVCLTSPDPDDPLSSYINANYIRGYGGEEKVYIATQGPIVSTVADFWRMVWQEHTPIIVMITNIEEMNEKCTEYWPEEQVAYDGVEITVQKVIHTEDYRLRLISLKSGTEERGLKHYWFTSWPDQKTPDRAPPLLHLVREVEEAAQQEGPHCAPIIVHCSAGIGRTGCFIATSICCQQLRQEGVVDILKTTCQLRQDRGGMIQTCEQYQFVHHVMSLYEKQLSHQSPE
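Assay system: isolated STEP enzyme. Buffer or medium: pH 6.0 Bis-Tris with DTT and Tween 20. Also added: fluorogenic phosphatase substrate OMFP at 25 µM final. Dosing: 20 µM, 1% DMSO. Timing: 20 min reaction, room temperature, in the dark. Measured by: fluorescence intensity, excitation 480 nm, emission 540 nm. Evaluation: normalized % inhibition.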
Scp-1 inhibitor: blocks human Scp-1 phosphatase activity; AID 493091; Recombinant Scp1, phosphopeptide, malachite green phosphate absorbance; Q9GZU7; hit rate 0.88% among 340,000; inhibition, % at 20 µM;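 active = inhibition above about 50% at 20 µM, limit read from the data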;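 note: plate controls were DMSO wells with enzyme for no effect and wells lacking enzyme for full effect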
Target sequence (Q9GZU7 76-261 limits assumed): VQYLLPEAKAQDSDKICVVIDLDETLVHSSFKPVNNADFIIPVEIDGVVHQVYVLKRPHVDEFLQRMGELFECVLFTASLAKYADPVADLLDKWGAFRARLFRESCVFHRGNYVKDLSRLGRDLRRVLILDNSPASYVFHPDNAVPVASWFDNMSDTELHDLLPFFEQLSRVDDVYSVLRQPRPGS
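Incubation: 45 min enzyme reaction at room temperature / System: truncated SCP-1 phosphatase (76-261aa) / Reagent: Phospho 17-mer peptide substrate / Buffer or medium: Acidic Tris acetate buffer with magnesium and detergent / Signal: absorbance at 630 nm / Doses: one concentration, 20 µM, with 1.0% DMSO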
Rpn11 block: Rpn11 (human) deubiquitinase inhibition; O00487; human 26S proteasome, Ub4-pepOG fluorescence polarization; 20S core pre-blocked with epoxomicin; calls only at 20 µM; hit rate 0.59% among 360,000;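 active = inhibition at 20 µM, scaled to each plate's controls, above about 33%, limit read from the data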
SKN-1 block: blocks SKN-1 activity in C. elegans. C. elegans VP596 Pgst-4::GFP/RFP ratio, acrylamide-induced, 24 h. inhibition, % at 21.8 µM. hit rate 0.49% among 360,000;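 active = interference check ratio from 0.5 to 1.5 plus GFP to RFP signal ratio inhibition reaching or exceeding a fixed threshold, cut at about 30% in these data, passing the limit was not always enough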; note: some compounds called inactive have numbers as strong as hits
DNMT1 block: blocks human DNA methyltransferase DNMT1; P26358; DNMT1 molecular beacon, Hinp1I cleavage, fluorescence; inhibition (reported as % activation of signal), % at 10 µM; hit rate 0.83% among 360,000; AID 588458; in the data active = inhibition above about 50%
NRP1-CendR mod: modulators of CendR peptide binding to human neuropilin-1 | FAM-RPARPAR peptide binding to NRP-1, fluorescence polarization | inhibition, % at 25 µM | hit rate 0.85% among 360,000 | AID 602438;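 active = inhibition or corrected inhibition above about 18%, plus a signal ratio from 0.5 to 1.5, limit read from the data, passing the limit was not always enough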; note: strong numbers were not always called active
* = called active by the depositor; i = inactive; x = not tested or not shown.

Abbreviations – A = LMPTP block; B = NadD block; C = SUMO1-SIM PPI; D = MT1-MMP act inh; E = STEP inh; F = Scp-1 inhibitor; G = Rpn11 block; H = SKN-1 block; I = DNMT1 block; J = NRP1-CendR mod
> COc1ccccc1/C=C/C(=O)OCC(=O)NC(=O)NC1CCCC1
  A: 0.3	B: -5	C: -10	D: -1	E: 2	F: -15	G: i	H: 9	I: 3	J: 5

> Cc1ccc(S(=O)(=O)CCc2nc3ccccc3[nH]2)cc1C
  A: -0.3	B: 2	C: 2	D: 3	E: 2	F: -6	G: i	H: -2	I: 0	J: 2

> Cc1ccc(CCNC(=O)c2cc(-c3ccncc3)nc3ccc(S(=O)(=O)N4CCOCC4)cc23)cc1
  A: 10	B: -2	C: 5	D: -7	E: 3	F: 0	G: i	H: -8	I: 50	J: -18

> Cc1ccc(S(=O)(=O)NCC(c2ccco2)N2CCOCC2)cc1 (stereo not given)
  A: -1.6	B: -2	C: 4	D: 2	E: 36	F: -5	G: i	H: 7	I: 1	J: -1

> N#Cc1c(Nc2ccccc2)sc(C(=O)c2ccc(F)cc2)c1N
  A: 2.6	B: 3	C: -15	D: 4	E: -2	F: -6	G: i	H: 0	I: -8	J: -4

> O=S(=O)(c1ccc(OCC(O)CN2CCCCC2)cc1)N1CCOCC1 (stereo not given)
  A: -0.3	B: 0	C: 3	D: 2	E: -3	F: -12	G: i	H: -10	I: 0	J: -1

> O=C1OCCC1Sc1nc(-c2ccccc2)cs1 (stereo not given)
  A: 0.2	B: 1	C: 0	D: 0	E: -1	F: -7	G: i	H: 14	I: -1	J: 0

> C=C(C)[C@H]1CC=C(C)/C(=N/NC(=O)CNc2ccccc2OC)C1
  A: 0.2	B: -6	C: -3	D: 0	E: 0	F: -3	G: i	H: 11	I: -4	J: 4

> O=C(CC(c1ccccc1)c1cc(Cl)ccc1O)NCCCN1CCOCC1 (stereo not given)
  A: -5.9	B: -2	C: 6	D: 3	E: -1	F: -4	G: i	H: 6	I: 0	J: 3

> C[C@@H]1CN([C@@H](C)CO)C(=O)c2cc(NS(C)(=O)=O)ccc2O[C@@H]1CN(C)S(=O)(=O)c1ccccc1
  A: 0.0	B: -3	C: -7	D: 0	E: 1	F: 50*	G: i	H: 7	I: 1	J: -12

> COc1ccc(N2CCN(S(=O)(=O)CCNC(=O)/C=C/c3ccccc3)CC2)cc1
  A: 0.1	B: -2	C: -1	D: 4	E: 0	F: -4	G: i	H: 25	I: 3	J: 13

> O=C(Cc1cccc2ccccc12)Nc1cc(C(=O)O)cc(C(=O)O)c1
  A: -3.2	B: -7	C: 2	D: -5	E: -2	F: -2	G: i	H: 10	I: 5	J: -13

> CC(C)Nc1nc(SC(C)C(=O)Nc2ccccc2)nc(N(C)C)n1 (stereo not given)
  A: -0.3	B: -4	C: -1	D: -1	E: -5	F: -5	G: i	H: 7	I: 0	J: -4

> O=C(Nc1ccc(S(=O)(=O)Nc2ccccc2)cc1)c1ccc(CN2CCOCC2)cc1
  A: 1.2	B: 5	C: 1	D: -12	E: -2	F: -9	G: i	H: -8	I: 2	J: 1

> O=C(CSCc1ccc(F)cc1)NCc1ccco1
  A: -0.4	B: -5	C: -2	D: 4	E: -1	F: -2	G: i	H: -12	I: -3	J: 6

> C/C(=N/NC(=O)c1ccc(C)s1)c1cccc(NC(=O)c2ccoc2C)c1
  A: 2.8	B: 4	C: -2	D: 0	E: 0	F: -2	G: i	H: 15	I: 4	J: -6

> CC1CCC(NC(=O)CCS(=O)(=O)c2ccc3c(c2)NC(=O)C(C)S3)CC1 (stereo not given)
  A: -2.6	B: 5	C: 14	D: 1	E: 2	F: -3	G: i	H: 3	I: -1	J: -6

> CCC(C(=O)NCCC(C)C)N(Cc1ccccc1Cl)C(=O)c1snc(C(N)=O)c1N (stereo not given)
  A: 3.0	B: -1	C: -10	D: -3	E: 2	F: -4	G: i	H: 12	I: -5	J: 10

> CCCCN(C=O)c1c(CC)nc2ccc(C(=O)N3CCCCC3)cn12
  A: -0.7	B: 2	C: -2	D: 3	E: 3	F: x	G: i	H: 7	I: -3	J: -9

> O=C(c1ccco1)N1CCN(c2ncnc3scc(-c4ccccc4)c23)CC1
  A: 0.1	B: 3	C: 4	D: -6	E: 3	F: -6	G: i	H: 7	I: -1	J: 12

> Cc1cc(C)c(S(=O)(=O)N2CCN(C(=O)c3cc(=O)[nH]c4ccccc34)CC2)c(C)c1
  A: 0.1	B: -2	C: 0	D: -4	E: -1	F: 3	G: i	H: -12	I: 2	J: 3

> O=C(NNC(=O)C12CC3CC(CC(C3)C1)C2)c1csc(N2CCOCC2)n1
  A: -1.5	B: -3	C: 3	D: 0	E: -2	F: -3	G: i	H: -5	I: 2	J: 3

> CCN(CC(=O)Nc1ccc(OC)cc1)C(=O)Cc1ccsc1
  A: 0.8	B: -2	C: -2	D: -2	E: -4	F: -5	G: i	H: -27	I: 4	J: 9

> Cc1cccc(C)c1NC(=O)CNc1ccccc1
  A: -1.7	B: 21	C: 4	D: 2	E: -3	F: -5	G: i	H: 11	I: -5	J: 0

> CCCNC(=O)CCn1cc(-c2ccc(OC)cc2)nc1-c1ccncc1
  A: -1.5	B: -4	C: -9	D: 3	E: 2	F: 3	G: i	H: 18	I: 7	J: 2

Complete entries from above. Order of values: LMPTP block	NadD block	SUMO1-SIM PPI	MT1-MMP act inh	STEP inh	Scp-1 inhibitor	Rpn11 block	SKN-1 block	DNMT1 block	NRP1-CendR mod
Record of O=C(Nc1ccc(S(=O)(=O)Nc2ccccc2)cc1)c1ccc(CN2CCOCC2)cc1 : 1.2	5	1	-12	-2	-9	i	-8	2	1
Record of O=C(CC(c1ccccc1)c1cc(Cl)ccc1O)NCCCN1CCOCC1 (stereo not given) : -5.9	-2	6	3	-1	-4	i	6	0	3

Returning to the listing with the 2 entries that preceded the break.
Abbreviations – A = LMPTP block; B = NadD block; C = SUMO1-SIM PPI; D = MT1-MMP act inh; E = STEP inh; F = Scp-1 inhibitor; G = Rpn11 block; H = SKN-1 block; I = DNMT1 block; J = NRP1-CendR mod
> Cc1cccc(C)c1NC(=O)CNc1ccccc1
  A: -1.7	B: 21	C: 4	D: 2	E: -3	F: -5	G: i	H: 11	I: -5	J: 0

> CCCNC(=O)CCn1cc(-c2ccc(OC)cc2)nc1-c1ccncc1
  A: -1.5	B: -4	C: -9	D: 3	E: 2	F: 3	G: i	H: 18	I: 7	J: 2

> CCOc1ccc(-c2nnc(SCC(=O)O)n2Cc2ccccc2)cc1
  A: -2.9	B: -7	C: -1	D: 0	E: -1	F: -5	G: i	H: 0	I: 3	J: -12

> CCN(C(=O)COC(=O)c1cc(C)n(-c2ccc(F)cc2)c1C)C1CCS(=O)(=O)C1 (stereo not given)
  A: 0.2	B: -6	C: 3	D: 2	E: -1	F: 0	G: i	H: -31	I: -1	J: -2

> O=C(O)CSCC(=O)N1CCc2c([nH]c3ccccc23)C1C(F)(F)F (stereo not given)
  A: -0.8	B: -2	C: 6	D: 6	E: -4	F: -16	G: i	H: -10	I: 0	J: -16

> O=S(=O)(c1ccc(F)cc1)N1CCN(S(=O)(=O)c2cccs2)CC1
  A: -0.3	B: -2	C: 0	D: -2	E: -1	F: -2	G: i	H: -4	I: 3	J: 7

> CCOc1ccc(C(C)=O)cc1N1C(=O)C2C3C=CC(C3=C(C)C)C2C1=O (stereo not given)
  A: 0.7	B: 9	C: 0	D: 0	E: 0	F: -8	G: i	H: 0	I: 3	J: -3

> COc1cc(Cl)ccc1OCc1cc(C(=O)N(C)CCc2cnn(C)c2)no1
  A: 1.1	B: -3	C: 2	D: -2	E: 1	F: -8	G: i	H: 9	I: -2	J: -2

> Cc1c(Cl)cccc1NC(=O)CNC(=O)c1ccc(F)cc1
  A: -2.3	B: 1	C: 1	D: 3	E: -4	F: -9	G: i	H: 4	I: 0	J: 0

> COc1ccc(-n2c(CN3CCN(Cc4ccccc4)CC3)nc3ccc([N+](=O)[O-])cc3c2=O)c(OC)c1
  A: 4.9	B: -1	C: -34	D: -4	E: 1	F: 1	G: i	H: 0	I: -2	J: 3

> Cc1ccc(C(N)=O)cc1S(=O)(=O)Nc1cccc(C)c1C
  A: -0.9	B: -4	C: 0	D: 8	E: 0	F: -10	G: i	H: 20	I: -1	J: -3

> COc1ccc(NC(=O)C2(C)Cc3c(-c4cccc(NC(C)=O)c4)ccnc3O2)cn1 (stereo not given)
  A: -1.6	B: 1	C: 9	D: 13	E: 3	F: x	G: i	H: -3	I: 0	J: -1

> C#CCSc1nc(=O)c2cccnc2n1-c1ccc(C)cc1
  A: -2.3	B: 3	C: -1	D: 3	E: -1	F: 1	G: i	H: -18	I: 6	J: -5

> Cc1ccc(S(=O)(=O)N2[C@@H](c3ccc(Br)cc3)C(C(=O)O)=CC[C@H]2c2ccc(Cl)cc2)cc1
  A: 2.3	B: 3	C: 14	D: -4	E: 4	F: -11	G: i	H: 5	I: 10	J: -27

> CC1CCCC(NC(=O)C2c3ccccc3C(=O)N2Cc2cccs2)C1C (stereo not given)
  A: -1.3	B: -1	C: 2	D: -5	E: 2	F: 0	G: i	H: 13	I: 2	J: 4

> O=C(Nc1nncs1)C1CC(=O)N(CCc2ccc(F)cc2)C1 (stereo not given)
  A: -2.1	B: -5	C: 0	D: -1	E: 4	F: -7	G: i	H: -3	I: -3	J: 6

> CC1(C)C(=O)Nc2ccccc2N1C(=O)COC(=O)CSc1ccc(Cl)cc1
  A: 2.0	B: -9	C: 5	D: -5	E: -2	F: 7	G: i	H: -10	I: 12	J: 12

> O=S(=O)(Nc1ccccc1O)c1ccc(-c2ccccc2)cc1
  A: 4.4	B: -1	C: 4	D: 1	E: 0	F: -17	G: i	H: 12	I: -12	J: -3

Part of the list above, reformatted.
CCN(C(=O)COC(=O)c1cc(C)n(-c2ccc(F)cc2)c1C)C1CCS(=O)(=O)C1 (stereo not given)
  LMPTP block: 0.2; NadD block: -6; SUMO1-SIM PPI: 3; MT1-MMP act inh: 2; STEP inh: -1; Scp-1 inhibitor: 0; Rpn11 block: i; SKN-1 block: -31; DNMT1 block: -1; NRP1-CendR mod: -2

O=C(O)CSCC(=O)N1CCc2c([nH]c3ccccc23)C1C(F)(F)F (stereo not given)
  LMPTP block: -0.8; NadD block: -2; SUMO1-SIM PPI: 6; MT1-MMP act inh: 6; STEP inh: -4; Scp-1 inhibitor: -16; Rpn11 block: i; SKN-1 block: -10; DNMT1 block: 0; NRP1-CendR mod: -16

Bioassay records (PubChem)
